Screening data: PubChem BioAssay, National Center for Advancing Translational Sciences (NCATS)
FUS yeast rescue = rescues growth of FUS-expressing yeast; S. cerevisiae FUS-expressing, growth rescue, OD600, 24 h; Potency, µM (top dose mostly 76.6 µM), for inactives: at the top dose growth rescue (activation), hits mostly activators; 0.24% of 390,000 active; AID 1347120;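 also: potency is read from the fitted curve at half-maximal effect; plate controls were DMSO vehicle for no effect and reference control for full effect; nearly all actives have a fitted effect of over 55% in size; some results filed as inactive show a strong effect at the top dose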
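Absorbance at 600 nm, taken 24hr after compound addition, measured rescue of FUS-yeast growth at 30C. Induction used 2% galactose with seeding at OD 0.005. Controls: CP55940 from 92uM final, DMSO only.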
DRD3 agonist = agonists of human D3 dopamine receptor. P35462. D3R DiscoveRx beta-arrestin cells, luminescence, 90 min. max activation, %. 0.58% of 410,000 active; in the data active = max activation above about 30%; also: 0% is about no effect; mostly tested at two doses, the higher about 12 µM
Target sequence (P35462 whole entry, looked up): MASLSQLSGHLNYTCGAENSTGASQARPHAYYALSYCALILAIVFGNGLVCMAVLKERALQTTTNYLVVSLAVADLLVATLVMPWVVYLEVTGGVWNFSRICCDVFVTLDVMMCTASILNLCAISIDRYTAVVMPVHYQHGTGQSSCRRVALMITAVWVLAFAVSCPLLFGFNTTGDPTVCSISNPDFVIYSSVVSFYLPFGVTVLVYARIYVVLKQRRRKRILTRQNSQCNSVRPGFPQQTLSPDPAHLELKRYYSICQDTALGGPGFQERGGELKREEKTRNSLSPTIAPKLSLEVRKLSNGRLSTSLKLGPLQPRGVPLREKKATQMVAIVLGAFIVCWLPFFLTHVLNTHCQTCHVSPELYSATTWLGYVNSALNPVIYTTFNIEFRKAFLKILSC
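Agonist mode: compounds and dopamine controls were applied to plated cells for 90 min at 37 degrees C after an overnight attachment at 1500 cells/well. Luminescent read-out followed 30 - 60 minutes at room temperature with DiscoveRx detection reagent.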
EPAC2 antag = EPAC2 (human) antagonism | Q8WZA2 | EPAC2 GEF exchange of Rap1B-BODIPY-GDP, fluorescence | Potency, µM (series often up to 114 µM), inactives show at the top dose activity, negative = inhibition, hits mostly inhibitors | 0.18% of 360,000 active | AID 720708; also: potency is read from the fitted curve at half-maximal effect; % is scaled to controls: 0 for no effect and ±100 for the full control effect; nearly all actives have a fitted effect of over 45% in size; many of its hits are not listed in these tables
TDP43 rescue = inhibitors of TDP-43 toxicity in yeast | TDP-43 expressing yeast growth rescue, BacTiter-Glo, 24 h | Potency, µM (series often up to 46.1 µM), for the others: top-dose growth rescue (activation), actives largely listed as activators | 1.8% of 410,000 active | AID 652104; also: potency is read from the fitted curve at half-maximal effect; % of control where 0% means no effect; nearly all actives have a fitted effect of over 50% in size
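Yeast expressing TDP-43 (pregrown in raffinose, seeded at OD600=0.02 in galactose medium) exposed to compounds 24 hr at 30 deg C. Growth read by BacTiter-Glo luminescence; rescue of toxicity appears as increased signal.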
EPAC2 agonist = agonists of human EPAC2 (RAPGEF4); Q8WZA2; AID 720711; EPAC2 activation, biochemical qHTS; response scale: 100% = 6.5 mM cAMP response; 0.079% of 360,000 active; Potency, µM (doses to about 154 µM), inactives show top-dose activation, hits mostly activators; also: potency is read from the fitted curve at half-maximal effect; nearly all actives have a fitted effect of over 50% in size
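Compounds were added across a concentration range to EPAC2 (100 nM), RAP1B-BODIPY-GDP (250 nM) and GDP (50 uM). After 5 min at room temperature, fluorescence was recorded at 5-min intervals for 30 min.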
aSyn yeast inh = alpha-synuclein toxicity inhibition in yeast | Yeast expressing alpha-synuclein, growth rescue, BacTiter-Glo, 24 h | Potency, µM (series often up to 46.1 µM), inactives show top-dose growth rescue (activation), most hits filed as activators | 0.14% of 370,000 active | AID 652106; also: potency is read from the fitted curve at half-maximal effect; % of control where 0% means no effect; nearly all actives have a fitted effect of over 65% in size
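Readout is rescue of growth in alpha-synuclein-expressing yeast, so inhibitors of toxicity appear as activators. Growth after 24 hr at 30 deg C in galactose medium is quantified by luminescence.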
D3 antag = D3 dopamine receptor (human) antagonism; AID 652054; D3R cells, DiscoveRx beta-arrestin luminescence, antagonist mode; hits give low values; P35462; 2.5% of 360,000 active; max response, negative = inhibition, %; in the data active = max response below about -50%; inconclusive = no clear call, values can overlap the other calls; also: % is scaled to controls: 0 for no effect and ±100 for the full control effect; mostly tested at two doses, the higher about 12 µM
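Cells expressing the human receptor were seeded at 1500 cells/well, incubated overnight at 37 degrees C in 5% CO2, then exposed to library compounds with dopamine controls for 90 minutes at 37 degrees C before luminescent detection.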
Abeta yeast res = restores growth of yeast expressing A-beta42 peptide; yeast expressing A-beta42, growth rescue, OD600, 48 h; response scale: 0% DMSO, 100% iron-clioquinol control; Potency, µM (doses to about 46.1 µM), for the others: at the highest dose growth rescue, most hits filed as activators; 0.063% of 410,000 active; also: potency is read from the fitted curve at half-maximal effect; nearly all actives have a fitted effect of over 55% in size
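Yeast A-beta toxicity model in growth medium with pinned compounds, 48 h at 30 C; growth read as absorbance at 600 nm. Normalized to FeCl3/clioquinol equimolar mix (positive) and DMSO (negative).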
* hit, by the source's call; u = inconclusive; x = no result given; & = joins results of further samples; [ ] = another dose, or the depositor's remark. Unless noted, calls follow the shape of the dose curve; as a rule, active = well fitted curve in the direction sought with a large enough effect; inconclusive = small, poorly fitted or top-dose-only effect, or another doubt; inactive = no such curve, though single readings can be large; an effect the other way counts as inactive or inconclusive. An excerpt (hit frequency here may not be typical).

SMILES	FUS yeast rescue	DRD3 agonist	EPAC2 antag	TDP43 rescue	EPAC2 agonist	aSyn yeast inh	D3 antag	Abeta yeast res
CCCCn1c(SCC(=O)NC(C)CC)nc2ccc(N3CCOCC3)cc2c1=O (stereo unspecified)	x	-2	31%[activator]	16%	-12%	-2%	-7	0%
Cc1cccc(OCCC(=O)Nc2ccc(N3CCOCC3)cc2N2CCOCC2)c1	12%	6	2%	14%	9%	-10%	2	22%
Cc1ccccc1C(=O)NNc1ccc(-c2csnn2)cc1	-18%	-5	4%	15%	11%	3%	-5	31%
CCN1C[C@@H]2[C@@H]3C(=O)N(Cc4ccccc4)C(=O)[C@@H]3[C@](Cc3ccccc3)(C1=O)N2C(=O)c1ccc(C(C)(C)C)cc1	30%	-14	-9%	12%	-13%	8%	2	10%
CCOC(=O)c1cc(C#N)c(Nc2ccccc2OC)nc1C(F)(F)F	7%	4	-1%	-8%	3%	-5%	13	11%
COc1ccc(OCCN2C(=O)c3cccc(N)c3C2=O)cc1	-7%	5	-1%	27%	-7%	-5%	3	-7%
CC1(c2ccccc2)NC(=O)N(CC(=O)N2CCOCC2)C1=O (stereo unspecified)	18%	-11	0%	-9%	2%	-3%	u	-4%
O=C(CN1CCc2cc3c(cc2C1)OCCCO3)Nc1c(F)cccc1F	17%	-14	14%	-8%	16%	0%	-16	-15%
O=C(CCc1ccccc1)OCC(=O)c1cccc([N+](=O)[O-])c1	27%	-6	-7%	u	20%	-3%	-7	35%
Cc1c(C(=O)N2CCCC(C)C2)sc2ncnc(N3CCCCC3C)c12 (stereo unspecified)	12%	3	-5%	-9%[0.397 µM]	5%	0%	4	-20%
COc1ccc(NC(=O)CSc2nncs2)cc1OC	9%	-4	-2%	-1%	4%	-6%	7	-3%
COc1ccc(C(=O)Nc2ccc(N3CCOCC3)cc2)cc1OC	17%	-12	-2%	-18%	11%	-26%	11	-4%
Cc1cccc(NC(=O)C2CC2c2ccccc2)c1C (stereo unspecified)	4%	3	3%	6%	8%	4%	27	12%
Cn1c2ccccc2c(=O)c2c(=O)n(C3CCCCC3)c(-c3cccs3)nc21	24%	-23	13%	-5%	5%	0%	-11	-37%
CC(=O)c1cccc(NC(=O)COC(=O)c2ccccn2)c1	10%	2	2%	-7%	5%	0%	-10	-2%
COCCNC(=O)C(=O)Nc1cc2c3c(c1)CC(=O)N3CCC2	6%	-4	4%	12%	7%	-17%	4	0%
Nc1ccc(-c2nc3cc([N+](=O)[O-])ccc3o2)cc1	9%	-11	22%	0%	6%	19%	-7	5%
NC(=O)CN1C(=O)C2C3CCC(C3)C2C1=O (stereo unspecified)	-46%	2	7%	-15%	3%	-1%	3	-2%
COc1ccc(C)cc1S(=O)(=O)N1CCN(C(=O)c2ncoc2-c2ccc(F)cc2)CC1	8%	11	0%	-4%	13%	-2%	-20	-13%
CC(=O)Nc1ccc(S(=O)(=O)NN=c2sc3ccccc3n2C)cc1N	1%	4	-4%	20%	-3%	0%	6	1%
Cn1c(=O)n(CC(N)=O)c2ccccc21	-8%	0	12%[57.1 µM]	-2%	-12%	4%	0	14%
O=C(Nc1ccccc1Cl)C1CCCN(S(=O)(=O)c2cccc3cccnc23)C1 (stereo unspecified)	-46%	1	-1%	-3%	11%	-6%	-11	x
O=C(COc1cccc2c1CCNC2=O)NC1CCCCC1	28%	-4	1%	2%	1%	1%	16	17%
Cc1ccc(-c2cc(C(=O)NCCN3CCOCC3)no2)cc1	-9%	11	1%	-5%	1%	1%	7	-3%
CCc1c(C)c(C#N)c2nc3ccccc3n2c1NCCN(C)C	16%	-7	-2%	-18%	10%	0%	-7	-55%[inhibitor]
SMILES	FUS yeast rescue	DRD3 agonist	EPAC2 antag	TDP43 rescue	EPAC2 agonist	aSyn yeast inh	D3 antag	Abeta yeast res
O=C(CCc1nc(-c2ccccc2Cl)no1)NC1CCCCC1	-13%	-10	-11%	-2%	8%	13%	-2	9%
COc1ccc([C@H]2CC(=O)C=C(c3ccc(C(=O)O)cc3)C2)cc1OC	-16%	31*	4%	0%	2%	5%	2	-6%
O=S(=O)(NCc1ccc(F)cc1)c1ccc2[nH]c3c(c2c1)CCCCC3	-7%	-3	x	u	x	x	x	-2%
CC1CCC(NC(=O)N(CCCl)N=O)CC1 (stereo unspecified)	-17%	-15&-1	8%	25%	5%	2%	-3	0%
Cc1ccc(S(=O)(=O)c2c(C)cc(C)nc2Oc2cccc(C(F)(F)F)c2)cc1	8%	-1	-8%	-11%	-9%	4%	7	21%
O=C1CC(c2ccc(Cl)cc2)n2nc(NS(=O)(=O)c3ccc(F)cc3)nc2N1 (stereo unspecified)	6%	4	7%	-1%	-3%	7%	17	10%
CN(C)CCC(=O)N1c2ccccc2Sc2ccc(Cl)cc21	8%	-2	2%	2%	9%	12%	-10	12%
O=C(C1CCN(S(=O)(=O)N2CCOCC2)CC1)N1CCN(c2ccccc2)CC1	0%	4	10%[57.1 µM]	14%	u	2%	28	9%
CC12CCC(C(N)=O)(C1Br)C2(C)C (stereo unspecified)	-42%	0	5%	16%	-13%	-2%	-5	10%
COc1ccc(C2(C(=O)NCCN3CCOCC3)CCOCC2)cc1	0%	3	15%	-27%	7%	-7%	-20	2%
CCOc1ccc(CCNS(=O)(=O)c2ccc(-c3ccc(=O)[nH]n3)o2)cc1OCC	19%	4	2%	1%	-2%	-1%	2	3%
CCC(C(=O)Nc1cc(C(F)(F)F)ccc1Cl)n1nc(C)c2sc3ccccc3c2c1=O (stereo unspecified)	-24%	9	x	10%	x	x	x	5%
Cc1ccc(C(=O)OCC(=O)N2CCCC2)cc1	8%	-2	0%	-12%	8%	-2%	4	2%
Cc1cn(C2OC(CC(=O)Oc3ccccc3)C(O)C2O)c(=O)[nH]c1=O (stereo unspecified)	-12%	-11	2%	-9%	2%	0%	-16	-9%
CC(C)c1ccc(C2NC(=O)c3c(sc4c3CCN(C)C4)N2)cc1 (stereo unspecified)	13%	1	x	23%	x	x	x	-21%
O=C(NCc1ccccc1F)C1CCN(C(=O)NCc2ccccc2)CC1	24%	0	-7%	-18%	11%	-3%	8	14%
O=C(c1cc2c(Cl)nc3ccccc3c2s1)N1CCCCC1	-10%	7	x	35µM*	x	x	x	-10%
Cc1cccc(NC(=O)COC(=O)c2ccccc2-c2nc3ccccc3s2)c1C	u	-4	-22%	u	16%	0%	-17	10%
COc1cc2ncnc(NCc3cccs3)c2cc1OC	3%	4	-2%	0%	6%	-2%	13	-14%
COc1ccc(CSc2ccc(-c3nc4ccccn4c3NCc3ccccc3)cc2OC)cc1	u	26	3%	35µM*	12%	-33%[inhibitor]	125	-39%[inhibitor]
Nc1c(C(=O)Nc2ccc(S(=O)(=O)N3CCCC3)cc2)sc2nc3ccc(OC(F)(F)F)cc3cc12	x	-29	33%[activator]	11%	8%	-5%	0	0%
O=C1c2cccc3cccc(c23)C(=O)N1CCCSc1ncn[nH]1	-30%	1	4%	-12%	2%	6%	12	-10%
Cc1nc(C(=O)N2CCCC(Nc3ccc(C)c(C)c3)C2)cs1 (stereo unspecified)	-11%	-2	20%	-10%	3%	-2%	8	u
CC1C/C(=C\c2ccccc2[N+](=O)[O-])c2nc3ccccc3c(C(=O)O)c2C1 (stereo unspecified)	21%	16	-6%	-7%	6%	-4%	17	-6%
COC(=O)C(C#N)(CCC(=O)c1ccccc1)CCC(=O)c1ccccc1	1%	1	10%	21%	-1%	-1%	-26	-2%

Overlap with the part before: four entries, followed by the next part.
SMILES	FUS yeast rescue	DRD3 agonist	EPAC2 antag	TDP43 rescue	EPAC2 agonist	aSyn yeast inh	D3 antag	Abeta yeast res
O=C1c2cccc3cccc(c23)C(=O)N1CCCSc1ncn[nH]1	-30%	1	4%	-12%	2%	6%	12	-10%
Cc1nc(C(=O)N2CCCC(Nc3ccc(C)c(C)c3)C2)cs1 (stereo unspecified)	-11%	-2	20%	-10%	3%	-2%	8	u
CC1C/C(=C\c2ccccc2[N+](=O)[O-])c2nc3ccccc3c(C(=O)O)c2C1 (stereo unspecified)	21%	16	-6%	-7%	6%	-4%	17	-6%
COC(=O)C(C#N)(CCC(=O)c1ccccc1)CCC(=O)c1ccccc1	1%	1	10%	21%	-1%	-1%	-26	-2%
O=C(NCC(=O)N1CCCC(C(F)(F)F)C1)c1ccccc1F (stereo unspecified)	6%	22	-6%	6%	-8%	0%	-2	-5%
O=C(CN1C(=O)c2ccc([N+](=O)[O-])cc2C1=O)Nc1nnc(C2CC2)s1	x	0	1%	-1%	9%	0%	4	0%
CCOc1ccc(-c2cnc(NCc3cccc(Cl)c3)n2C)cc1	-5%	-6	x	3%	x	x	x	-10%
COC(=O)c1c(C)oc2ccc(N(C(=O)c3ccncc3)S(=O)(=O)c3cc(C)c(C)cc3C)cc12	37%	9	x	0%	x	x	x	-6%
Cc1nc2ccccc2c(-c2ccccc2)c1CC(=O)O	-18%	2	17%	-14%	-2%	-13%	3	5%
CCc1ccc(N2CC(C(=O)Nc3cc(C)ccc3F)CC2=O)cc1 (stereo unspecified)	-17%	3	-3%	-9%	2%	5%	-3	7%
COc1cc(SC)ccc1C(=O)NCCOc1ccccc1Cl	28%	5	-1%	u	22%	2%	8	-12%
Cc1cc(C)c(S(=O)(=O)NCCS(=O)(=O)N2CCN(c3ccccc3)CC2)c(C)c1	34%	-8	x	u	x	x	x	30%
COc1ccc(C)cc1S(=O)(=O)N(CC(=O)Nc1cccc([N+](=O)[O-])c1)c1cc(C)cc(C)c1	-2%	12	4%	-19%	1%	-2%	3	4%
N#CC1=C2SCN(Cc3ccco3)CN2C(=O)CC1c1ccc(Cl)cc1 (stereo unspecified)	20µM*	-9	1%	-12%	10%	-4%	0	-27%
COc1ccc2c(c1)C(SCC(=O)NCCc1ccccc1)CC(C)(C)O2 (stereo unspecified)	24%	-2	u	8%	22%	13%	-19	6%
CCOC(=O)c1cccc(Nc2ncnc3ccc(C)cc23)c1	-15%	3	-6%	7%	7%	-11%	0	-6%[9.22 µM]
Cc1cc(Cl)ccc1C(=O)C1CCCN(C(=O)CN2CCOC2=O)C1 (stereo unspecified)	3%	-3	-20%	12%	-7%	8%	-3	15%
NC(=O)CC(O)c1cccc(Cl)c1 (stereo unspecified)	-28%	4	2%	-5%	3%	7%	1	24%
